ADAM10 inh: ADAM10 inhibition, QFRET primary screen. recombinant ADAM10, EDANS/DABCYL FRET peptide cleavage, 3 h. inhibition, % at 7 µM. 370,000 tested, 0.62% active;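 active means inhibition above a per-campaign cutoff equal to the mean of compounds falling between control-based bounds plus 3 SD, cut at about 20% in these data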;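 further: 0% = DMSO wells while the 100% control is not disclosed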
Tn6 DDE FP: disrupts Tn6 cyclic peptide binding to fibrin D-Dimer-E complex. 370,000 tested, 0.21% active. inhibition, % at 8.3 µM. P02675. Fibrin DD(E) TRITC-Tn6 fluorescence polarization displacement;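 active means inhibition above a per-campaign cutoff: mean of compounds within control limits plus 3 SD, cut at about 15% in these data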;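 further: 0% = median of all compound wells on the plate and 100% = blocking peptide control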
TDP2 absorb: blocks human TDP2 phosphodiesterase activity; O95551; recombinant TDP2, T5PNP hydrolysis, p-nitrophenol absorbance 415 nm; inhibition, % at 12.8 µM; 370,000 tested, 0.34% active; AID 720702;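 active means inhibition above the mean of all tested compounds plus 3 SD, set per campaign, cut at about 25% in these data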;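 further: 0% = DMSO with enzyme and 100% = buffer with substrate but no TDP2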
Target sequence (O95551 whole entry, looked up): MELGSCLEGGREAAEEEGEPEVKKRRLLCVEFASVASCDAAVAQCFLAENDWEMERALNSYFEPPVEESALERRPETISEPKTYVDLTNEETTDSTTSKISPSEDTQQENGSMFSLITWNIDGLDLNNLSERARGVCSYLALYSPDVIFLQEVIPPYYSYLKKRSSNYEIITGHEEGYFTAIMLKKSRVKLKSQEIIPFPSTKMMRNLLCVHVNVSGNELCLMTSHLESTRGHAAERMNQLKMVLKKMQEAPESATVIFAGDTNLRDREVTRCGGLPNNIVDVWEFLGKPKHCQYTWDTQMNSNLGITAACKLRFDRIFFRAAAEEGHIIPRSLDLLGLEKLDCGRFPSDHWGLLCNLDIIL
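Material: recombinant human TDP2; quantity: TDP2 enzyme at 120 nM final; medium: Tris-HCl pH 7.5 with MgCl2; compound: single concentration, 12.8 µM nominal, with 1% DMSO; incubation: 2 h enzyme incubation at 37 °C; signal: epi absorbance; measure: percent inhibition; benchmarks: high control without enzyme, low control DMSO plus TDP2; repeats: singlicate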
LEDGF integ inh: blocks HIV-1 LEDGF/p75-dependent DNA integration; inhibition, % at 3.7 µM; 370,000 tested, 0.64% active; TR-FRET IN-LEDGF/p75 DNA integration, Eu/Cy5;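 active means inhibition above the screen-wide mean plus 3 SD, cut at about 13% in these data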;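 further: signal is the Cy5 over europium emission ratio at 671 and 618 nm; 0% = plate median of compound wells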
ASAP1 inh: inhibitors of human ASAP1 ArfGAP activity; Q9ULH1; ASAP1-stimulated ARF1 GTP hydrolysis, GDP FP detection; inhibition, % at 16.5 µM; 360,000 tested, 0.19% active; AID 624377; in the data active means inhibition above about 25%;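 further: 0% = vehicle with enzyme and substrate and 100% = no enzyme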
Target sequence (Q9ULH1 325-724 limits assumed): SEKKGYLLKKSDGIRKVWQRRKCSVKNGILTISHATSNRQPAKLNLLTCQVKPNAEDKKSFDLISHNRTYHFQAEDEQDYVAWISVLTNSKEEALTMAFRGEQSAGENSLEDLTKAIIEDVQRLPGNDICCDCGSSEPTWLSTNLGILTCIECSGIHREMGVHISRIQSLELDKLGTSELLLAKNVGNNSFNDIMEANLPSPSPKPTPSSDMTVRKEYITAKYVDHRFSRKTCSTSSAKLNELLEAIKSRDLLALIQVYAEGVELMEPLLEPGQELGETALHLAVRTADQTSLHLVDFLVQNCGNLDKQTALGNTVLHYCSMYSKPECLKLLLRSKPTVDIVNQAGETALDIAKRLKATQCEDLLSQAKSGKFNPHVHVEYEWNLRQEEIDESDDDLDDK
PLCg1 inh: blocks human PLC-gamma1 enzyme activity; purified PLC-gamma1, fluorogenic substrate, fluorescence; 370,000 tested, 0.84% active; P19174; inhibition, % at 12.2 µM; AID 720700; in the data active means inhibition above about 9.5%
ADAM17 inh: inhibits human ADAM17 | P78536 | recombinant ADAM17, EDANS/DABCYL FRET peptide cleavage | inhibition, % at 6.95 µM | 370,000 tested, 0.83% active;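 active means inhibition above the mean of compounds lying between control limits plus 3 SD, set per campaign, cut at about 8.5% in these data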;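 further: 0% = DMSO-only wells as the low control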
ARFGAP1 inh: inhibitors of rat ARFGAP1; Q62848; Arfgap1-stimulated ARF1 GTP hydrolysis, GDP FP detection; inhibition, % at 16.5 µM; 360,000 tested, 0.26% active; AID 651572;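 active means inhibition above a per-plate limit, mean inhibition of low control wells plus 3 SD, cut at about 25% in these data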;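 further: 0% = DMSO wells with enzyme and 100% = wells lacking Arfgap1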
Target sequence (Q62848 1-136 limits assumed): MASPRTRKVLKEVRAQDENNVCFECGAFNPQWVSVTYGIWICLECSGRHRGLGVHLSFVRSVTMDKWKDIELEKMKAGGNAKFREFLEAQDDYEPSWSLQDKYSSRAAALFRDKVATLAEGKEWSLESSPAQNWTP
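material = rat Arfgap1 catalytic domain, aa 1-136 | also added = human ARF1(Δ1-17)-GTP substrate | compound dosing = one concentration, 16.5 µM, DMSO 1.26% | times = GTP hydrolysis reaction 2 h at 25 °C | measured by = FP, GDP Alexa 633 tracer displaced from anti-GDP antibody, 620/688 nm | evaluation = percent inhibition of Arfgap1-stimulated GTP hydrolysis | replication = single well per compound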
KLK7 zymogen act: proKLK7 (human) activation, primary screen. P49862. purified proKLK7, EDANS-DABCYL substrate fluorescence; 100% is mature enzyme control, 0% vehicle. activation, % at 7 µM. 370,000 tested, 0.9% active. AID 652039;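 active means activation above the mean of all tested compounds plus 3 SD, computed per campaign excluding outliers beyond control limits, cut at about 13% in these data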
Tn7 DDE FP: disrupts Tn7 cyclic peptide binding to fibrin D-Dimer-E complex. P02675. inhibition, % at 8.3 µM. FP displacement of FITC-Tn7 peptide from fibrin DD(E); 0% = median of compound wells per plate. 370,000 tested, 0.13% active. AID 720508;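 active means inhibition above the mean of compounds falling within the control limits plus 3 SD of them, cut at about 14% in these data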;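 further: 0% = plate median of compound wells and 100% = 10 µM Aha-Tn7 peptide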
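System: human fibrin DD(E); quantity: Fibrin-DD(E) at 2 µM final; also added: fluorescent Tn7 probe at 0.1 µM; compound dosing: single nominal test concentration of 8.3 µM per compound; schedule: 10 min preincubation, 3 h with tracer, room temperature; detection: fluorescence polarization of the labelled Tn7 tracer; repeats: one replicate per compound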
The depositor's hits bear a star; & = joins results of further samples.

Sample of the layout, 3 compounds:
COc1ccc(OCC(=O)Nn2c(-c3ccc(C)cc3)nc3ccccc3c2=O)cc1 was read as ADAM10 inh 7, Tn6 DDE FP -3, TDP2 absorb 1, LEDGF integ inh 1, ASAP1 inh 7, PLCg1 inh 2, ADAM17 inh 3, ARFGAP1 inh 0, KLK7 zymogen act -0.1 and Tn7 DDE FP -1.
Screening Cc1ccc(OC(C)C(=O)N2CCc3ccccc32)c([N+](=O)[O-])n1 (configuration not stated) returned ADAM10 inh -15, Tn6 DDE FP 1, TDP2 absorb -2, LEDGF integ inh -3, ASAP1 inh 6, PLCg1 inh 5, ADAM17 inh -6, ARFGAP1 inh -1, KLK7 zymogen act 0.3 and Tn7 DDE FP 2.
`Cc1nc2ccccn2c1C(=O)Nc1ccc2c(c1)OCCO2` gave ADAM10 inh -6, Tn6 DDE FP 6, TDP2 absorb 1, LEDGF integ inh -3, ASAP1 inh 1, PLCg1 inh -2, ADAM17 inh -4, ARFGAP1 inh 2, KLK7 zymogen act -0.6 and Tn7 DDE FP 0.

The list itself, previewed entries included:
COc1ccc(OCC(=O)Nn2c(-c3ccc(C)cc3)nc3ccccc3c2=O)cc1 was read as ADAM10 inh 7, Tn6 DDE FP -3, TDP2 absorb 1, LEDGF integ inh 1, ASAP1 inh 7, PLCg1 inh 2, ADAM17 inh 3, ARFGAP1 inh 0, KLK7 zymogen act -0.1 and Tn7 DDE FP -1.
Screening Cc1ccc(OC(C)C(=O)N2CCc3ccccc32)c([N+](=O)[O-])n1 (configuration not stated) returned ADAM10 inh -15, Tn6 DDE FP 1, TDP2 absorb -2, LEDGF integ inh -3, ASAP1 inh 6, PLCg1 inh 5, ADAM17 inh -6, ARFGAP1 inh -1, KLK7 zymogen act 0.3 and Tn7 DDE FP 2.
`Cc1nc2ccccn2c1C(=O)Nc1ccc2c(c1)OCCO2` gave ADAM10 inh -6, Tn6 DDE FP 6, TDP2 absorb 1, LEDGF integ inh -3, ASAP1 inh 1, PLCg1 inh -2, ADAM17 inh -4, ARFGAP1 inh 2, KLK7 zymogen act -0.6 and Tn7 DDE FP 0.
Clc1ccc(Cn2cnc3ccccc32)cc1 was read as ADAM10 inh 5, Tn6 DDE FP 4, TDP2 absorb 18, LEDGF integ inh 0, ASAP1 inh 0, PLCg1 inh 2, ADAM17 inh -3, ARFGAP1 inh 4, KLK7 zymogen act 0.4 and Tn7 DDE FP -1.
For COCc1[nH][nH]c(=O)c1C=NCC(=O)OC the results were ADAM10 inh -9, Tn6 DDE FP 1, TDP2 absorb 1, LEDGF integ inh 4, ASAP1 inh 11, PLCg1 inh 1, ADAM17 inh -5, ARFGAP1 inh -5, KLK7 zymogen act 0.7 and Tn7 DDE FP 4.
Screening COc1cc(CC(=O)Nc2ccccc2N2CCOCC2)cc(OC)c1OC returned ADAM10 inh 2, Tn6 DDE FP 2, TDP2 absorb -5, LEDGF integ inh 4, ASAP1 inh -7, PLCg1 inh 4, ADAM17 inh 1, ARFGAP1 inh -13, KLK7 zymogen act -0.3 and Tn7 DDE FP 6.
`Cc1ccc(Cn2ccc(NC(=O)c3cc(-c4cccs4)on3)n2)cc1` gave ADAM10 inh 2, Tn6 DDE FP 3, TDP2 absorb -4, LEDGF integ inh -2, ASAP1 inh -1, PLCg1 inh 2, ADAM17 inh -1, ARFGAP1 inh 2, KLK7 zymogen act 0.8 and Tn7 DDE FP 5.
For O=C(Cc1cn2ccsc2n1)OCc1ccccc1 the results were ADAM10 inh -3, Tn6 DDE FP 8, TDP2 absorb 4, LEDGF integ inh -4, ASAP1 inh 5, PLCg1 inh 3, ADAM17 inh -6, ARFGAP1 inh 6, KLK7 zymogen act -0.9 and Tn7 DDE FP 2.
`CC1CCCN(C(=O)C(=O)Nc2ccc3nc4n(c(=O)c3c2)CCCCC4)C1` (configuration not stated) gave ADAM10 inh -8, Tn6 DDE FP 2, TDP2 absorb 2, LEDGF integ inh -1, ASAP1 inh 2, PLCg1 inh 0, ADAM17 inh -1, ARFGAP1 inh 4, KLK7 zymogen act -0.7 and Tn7 DDE FP 3.
Screening CCc1c(O)nc(SCC(=O)Nc2ccc(C)cc2)n(C2CCCCC2)c1=O returned ADAM10 inh 5, Tn6 DDE FP -5, TDP2 absorb 6, LEDGF integ inh -2, ASAP1 inh -11, PLCg1 inh -3, ADAM17 inh -2, ARFGAP1 inh 11, KLK7 zymogen act -0.3 and Tn7 DDE FP 7.
CC1CCc2sc(C(=O)OCC(=O)NC(C)C)cc2C1 (configuration not stated) was read as ADAM10 inh -3, Tn6 DDE FP -3, TDP2 absorb -19, LEDGF integ inh 3, ASAP1 inh 3, PLCg1 inh 3, ADAM17 inh -3, ARFGAP1 inh -10, KLK7 zymogen act 0.0 and Tn7 DDE FP -7.
For COc1cc2c(cc1OC)C(c1cccs1)N(C(=S)NC(C)C)CC2 (configuration not stated) the results were ADAM10 inh 3, Tn6 DDE FP 14, TDP2 absorb -13, LEDGF integ inh -2, ASAP1 inh -2, PLCg1 inh 1, ADAM17 inh 2, ARFGAP1 inh 11, KLK7 zymogen act -0.2 and Tn7 DDE FP -1.
Screening CCC1=C2CC[C@H]3C(=O)N(CC)C(=O)[C@H]3[C@H]2[C@@]2(Cc3ccccc3)C(=O)N(Cc3ccccc3)C(=O)N2C1=O returned ADAM10 inh -44, Tn6 DDE FP 1, TDP2 absorb 6, LEDGF integ inh 0, ASAP1 inh -9, PLCg1 inh -8, ADAM17 inh -6, ARFGAP1 inh -4, KLK7 zymogen act 0.3 and Tn7 DDE FP -1.
Screening CCOC(=O)CSc1nc(N)c2c3c(sc2n1)CCCC3 returned ADAM10 inh -8, Tn6 DDE FP 0, TDP2 absorb -1, LEDGF integ inh 3, ASAP1 inh 16, PLCg1 inh 2, ADAM17 inh -2, ARFGAP1 inh 7, KLK7 zymogen act 0.2 and Tn7 DDE FP -2.
Screening Cc1ccc(NS(=O)(=O)c2c(C)[nH]c(=O)[nH]c2=O)c(Br)c1 returned ADAM10 inh -4, Tn6 DDE FP 1, TDP2 absorb 13, LEDGF integ inh -1, ASAP1 inh -3, PLCg1 inh 4, ADAM17 inh -2, ARFGAP1 inh 4, KLK7 zymogen act 0.0 and Tn7 DDE FP -3.
Screening COc1ccc(S(=O)(=O)N2CCC(C(=O)NCc3cccs3)CC2)cc1 returned ADAM10 inh -7, Tn6 DDE FP -1, TDP2 absorb 8, LEDGF integ inh -3, ASAP1 inh -5, PLCg1 inh 1, ADAM17 inh -2, ARFGAP1 inh 12, KLK7 zymogen act 0.6 and Tn7 DDE FP -6.
`O=[N+]([O-])c1ccc(NN=Cc2ccco2)nc1` gave ADAM10 inh 3, Tn6 DDE FP 4, TDP2 absorb -15, LEDGF integ inh -1, ASAP1 inh 12, PLCg1 inh -14, ADAM17 inh 0, ARFGAP1 inh -12, KLK7 zymogen act 0.0 and Tn7 DDE FP -3.
Screening Cc1ccc(S(=O)(=O)N(C)c2ccc(OCC(=O)Nc3ccc(C(=O)N(C)C)cc3)cc2)cc1C returned ADAM10 inh -5, Tn6 DDE FP -5, TDP2 absorb 1, LEDGF integ inh 3, ASAP1 inh -7, PLCg1 inh 3, ADAM17 inh 0, ARFGAP1 inh -5, KLK7 zymogen act 0.1 and Tn7 DDE FP 3.
`Cc1nn(Cc2ccccc2Cl)c(C)c1NC(=O)CCCn1nc(C)c([N+](=O)[O-])c1C` gave ADAM10 inh 2, Tn6 DDE FP -5, TDP2 absorb -4, LEDGF integ inh -3, ASAP1 inh 0, PLCg1 inh 2, ADAM17 inh -1, ARFGAP1 inh 8, KLK7 zymogen act 1.1 and Tn7 DDE FP -3.
Cc1cc(C)c2[nH]c(=O)c(CN(Cc3cccnc3)C(=S)NCCCN(C)C)cc2c1 was read as ADAM10 inh -18, Tn6 DDE FP -8, TDP2 absorb -11, LEDGF integ inh 3, ASAP1 inh -3, PLCg1 inh -1, ADAM17 inh -8, ARFGAP1 inh 6, KLK7 zymogen act 0.9 and Tn7 DDE FP -2.
CCOC(=O)Cn1c(=N)n(CCOc2ccc3ccccc3c2)c2ccccc21 was read as ADAM10 inh -1, Tn6 DDE FP 0, TDP2 absorb -5, LEDGF integ inh 4, ASAP1 inh -10, PLCg1 inh 2, ADAM17 inh -6, ARFGAP1 inh -2, KLK7 zymogen act -0.1 and Tn7 DDE FP 12.
CC(C)C1OC2c3cccc4cccc(c34)C2N1c1ccccc1 (configuration not stated) was read as ADAM10 inh -4, Tn6 DDE FP 9, TDP2 absorb 2, LEDGF integ inh -3, ASAP1 inh -9, PLCg1 inh -12, ADAM17 inh -3, ARFGAP1 inh -4, KLK7 zymogen act -0.3 and Tn7 DDE FP 7.
CC(C)C[C@H](NC(=O)[C@H](Cc1ccccc1)n1c(=O)[nH]c2ccccc2c1=O)C(=O)N1CCC(C(=O)O)CC1 was read as ADAM10 inh -13, Tn6 DDE FP 8, TDP2 absorb -4, LEDGF integ inh 1, ASAP1 inh -12, PLCg1 inh 4, ADAM17 inh -2, ARFGAP1 inh -7, KLK7 zymogen act 0.1 and Tn7 DDE FP 9.
Oc1c(C=C2N=c3ccccc3=N2)sc(=S)n1-c1ccc(F)cc1 was read as ADAM10 inh -5&-24, Tn6 DDE FP -3&-2, TDP2 absorb 0&-10, LEDGF integ inh -3&-2, ASAP1 inh 4&4, PLCg1 inh -11&-45, ADAM17 inh -3&-6, ARFGAP1 inh 7&-5, KLK7 zymogen act -0.2&-0.2 and Tn7 DDE FP 10&-1.
Screening CC1(C)Cc2cccc(OCC(=O)NCc3ccc(F)cc3)c2O1 returned ADAM10 inh -1, Tn6 DDE FP 11, TDP2 absorb 10, LEDGF integ inh -1, ASAP1 inh 3, PLCg1 inh 3, ADAM17 inh -5, ARFGAP1 inh 3, KLK7 zymogen act -0.2 and Tn7 DDE FP 6.
Screening COc1ccc(CCNc2nc(N3CCCCC3)nc(N3CCCCC3)n2)cc1OC returned ADAM10 inh 14, Tn6 DDE FP 1, TDP2 absorb 2, LEDGF integ inh -2, ASAP1 inh -13, PLCg1 inh 2, ADAM17 inh 4, ARFGAP1 inh 2, KLK7 zymogen act 0.4 and Tn7 DDE FP -1.
